# DAGLB inh = blocks human DAGLB lipase activity | Q8NCG7 | HEK293T DAGLB membrane lysate, EnzChek fluorogenic substrate | inhibition, % at 5.17 µM | 340,000 tested, 0.059% active; in the data active = inhibition above about 34%;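 also: 0% = enzyme with vehicle and 100% = wells lacking enzyme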
# Target sequence (Q8NCG7 whole entry, looked up): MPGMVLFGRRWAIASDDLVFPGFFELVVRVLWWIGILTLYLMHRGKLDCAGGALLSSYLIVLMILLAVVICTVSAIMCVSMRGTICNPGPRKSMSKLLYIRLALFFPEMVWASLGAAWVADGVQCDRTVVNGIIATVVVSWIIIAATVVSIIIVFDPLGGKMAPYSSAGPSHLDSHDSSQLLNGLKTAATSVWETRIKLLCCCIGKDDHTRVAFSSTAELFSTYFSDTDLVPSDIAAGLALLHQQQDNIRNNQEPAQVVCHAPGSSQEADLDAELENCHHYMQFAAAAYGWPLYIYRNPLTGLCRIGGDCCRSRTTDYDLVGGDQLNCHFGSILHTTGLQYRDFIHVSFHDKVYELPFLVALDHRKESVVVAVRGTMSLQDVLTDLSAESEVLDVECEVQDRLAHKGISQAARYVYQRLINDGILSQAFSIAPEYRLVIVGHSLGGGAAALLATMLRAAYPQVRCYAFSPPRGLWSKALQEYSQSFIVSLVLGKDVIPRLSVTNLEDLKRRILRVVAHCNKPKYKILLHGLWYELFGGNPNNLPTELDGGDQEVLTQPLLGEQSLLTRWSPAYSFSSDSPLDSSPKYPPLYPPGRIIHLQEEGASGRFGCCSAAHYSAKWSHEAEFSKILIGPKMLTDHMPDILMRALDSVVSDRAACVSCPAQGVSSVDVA
# V-ATPase pH = alters yeast V-ATPase proton transport; AID 504577; response, % at 10 µM; S. cerevisiae, pHLuorin cytosolic pH fluorescence; 350,000 tested, 0.37% active; in the data active = response mostly above about 7.3%, no sharp cut-off; inactive = mostly below about 5.4%; also: actives read high; inactives centre near 0; some compounds called inactive have numbers as strong as hits; reference of the scale not given here
# PKA-R1A activ = activators of PKA-R1A complex. P00514+P68181. PKA-R1A dissociation, Cy5-IP20 fluorescence polarization; scaled: DMSO 0%, 113 µM cGMP 100%. activation, % at 11.4 µM. 340,000 tested, 0.083% active. AID 504707;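 active = percent activation above the mean of all tested compounds plus 3 SD, cut at about 19% in these data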;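 also: higher means more PKAc released from R1A so a rise in polarization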
# HTR5A inv ctr = inverse agonist of human HTR5A in OPRM1-OPRD1 counter-screen. HTR5A cell line, luminescence, inverse agonism. AID 504634. 340,000 tested, 0.083% active. inhibition, % at 9.3 µM; in the data active = inhibition mostly above about 23%, no sharp cut-off; inactive = mostly below about 18%;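 also: 0% = cells with DMSO and 100% = no-cell wells with DMSO; some compounds called inactive have numbers as strong as hits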
# MOR-DOR ag = agonists of human mu-delta opioid receptor heterodimerization | P35372+P41143 | cells, OPRM1-OPRD1 heterodimerization, luminescence | activation, % at 9.3 µM | 340,000 tested, 0.3% active; in the data active = activation above about 18%;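 also: 0% = vehicle-treated cells and 100% = reference agonist; values of inactives mirror those of a sister screen read the other way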
# Pemphigus Ab inh = human desmoglein-3 autoantibody binding inhibition; P32926; DSG3-coupled beads, scFv-anti-DSG3-GFP binding, flow cytometry; active compounds read low; binding (percent of control), % at 10 µM; 310,000 tested, 0.48% active; AID 588358;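 active = binding more than 3 SD below its plate's average and above zero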;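 also: hits lower antibody fragment binding to DSG3; some compounds called inactive have numbers as strong as hits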
# Arr AP2 block = human beta-arrestin and AP2 interaction inhibition; inhibition, % at 10 µM; 340,000 tested, 0.31% active; FITC-arrestin peptide / GST-AP2 beads, flow cytometry; AP2 beta2 appendage carries R879A mutation;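 active = inhibition above a set limit, near 3 SD of compounds lacking own fluorescence, cut at about 54% in these data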;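 also: plate controls were DMSO wells for no effect and 5 µM unlabelled arrestin peptide for full effect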
#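 system = GST-tagged AP2 beta2-adaptin appendage (R879A) on 4 µm glutathione beads | reagent = FITC-labelled arrestin peptide probe, 50 nM final | schedule = compound with beads 12 min RT, then probe 1 h RT | signal = HyperCyt-sampled flow cytometry, FL1 channel, ex 488/em 535 nm | read-out = percent response from loss of bead-bound FITC fluorescence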
# HTR5A ag = activates human HTR5A in OPRM1-OPRD1 agonist counter-screen. HTR5A agonist assay, luminescence, cell-based. AID 504692. activation, % at 9.3 µM. 340,000 tested, 0.61% active; in the data active = activation mostly above about 9.5%, no sharp cut-off; inactive = mostly below about 7.6%;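 also: 0% = cells with vehicle only and 100% = reference agonist; strong numbers were not always called active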
# MOR-DOR inv ag = inverse agonist of human OPRM1-OPRD1 heterodimerization. P35372+P41143. cell-based MOR-DOR heterodimer luminescence, inverse agonism. inhibition, % at 9.3 µM. 340,000 tested, 0.21% active; in the data active = inhibition above about 22%, passing the limit was not always enough;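 also: 0% = cells with DMSO and 100% = wells without cells with DMSO; values of inactives mirror those of a sister screen read the other way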
# PKA-R2B act = PKA-R2B complex activation. PKA-R2B holoenzyme dissociation, Cy5-IP20 fluorescence polarization; R2B truncated from residue 108, S112A mutant; 0% DMSO only, 100% 113 µM cGMP. 340,000 tested, 0.079% active. activation, % at 11.4 µM. P22694+P31323;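 active = activation above a cutoff set at the mean over all compounds plus 3 SD, cut at about 18% in these data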;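 also: higher means more holoenzyme dissociation and a rise in polarization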
# Target sequence (P31323 whole entry, looked up, other chains not shown, the tested form may be a part): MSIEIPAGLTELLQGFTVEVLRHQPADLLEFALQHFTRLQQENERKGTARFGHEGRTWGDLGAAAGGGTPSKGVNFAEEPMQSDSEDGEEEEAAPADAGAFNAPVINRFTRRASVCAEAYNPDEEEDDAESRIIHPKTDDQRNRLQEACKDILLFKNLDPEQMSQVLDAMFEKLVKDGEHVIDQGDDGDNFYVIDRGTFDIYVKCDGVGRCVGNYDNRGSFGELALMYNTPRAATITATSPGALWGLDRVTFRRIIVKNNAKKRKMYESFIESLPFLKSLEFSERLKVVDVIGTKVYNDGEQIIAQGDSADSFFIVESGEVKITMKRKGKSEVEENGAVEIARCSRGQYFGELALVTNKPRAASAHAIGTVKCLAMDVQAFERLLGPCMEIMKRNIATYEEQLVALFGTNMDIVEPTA
# Active calls of the source: *; x = no result given. Not a hit list. Share with any hit: about 2.4%.
structure	PKA-R1A activ	V-ATPase pH	PKA-R2B act	Arr AP2 block	DAGLB inh	MOR-DOR inv ag	MOR-DOR ag	HTR5A inv ctr	Pemphigus Ab inh	HTR5A ag
CCOC(=O)CC[C@H](NC(=O)Cn1cnc2c(NCc3ccccc3)ncnc21)C(=O)OCC	-11	1	-7	3	-2	x	x	x	107	x
CN1CCCN(Cc2ccc(Cl)cc2Cl)CC1	-3	0	-9	-1	-2	16	-2.8	26	102	-5
Cc1ccc(NC(=S)NCCN2CCOCC2)cc1C	-6	1	11	-8	-3	5	-0.9	-12	94	-2
CCCn1nc(C(=O)Nc2nnc(CC)s2)c2ccccc2c1=O	1	4	2	2	-3	10	-2.1	-11	103	4
O=C(NCc1ccco1)c1cc(-c2ccco2)on1	-7	0	9	11	-9	17	-3.2	22	100	-1
Cc1ccc(C(=O)CN(CCCC(N)=O)C(=O)c2ccncc2)cc1	1	1	6	4	0	9	-1.5	4	98	3
C[n+]1cn(/N=C/c2ccccc2)c2ccccc21	0	3	-8	-25	2	22	-4.8	16	97	0
O=C(CN1CCN(S(=O)(=O)c2ccccc2)CC1)Nc1ccnn1C1CCCC1	7	-3	2	2	-2	5	-1.4	9	96	-2
CCCNc1c(NC(=O)COc2ccc(Cl)cc2)c(=O)oc2ccccc12	7	-1	-5	-11	0	13	-2.4	4	x	-1
CNC(=O)c1ccc(-c2nc(-c3ccccc3)cs2)cc1	4	0	-5	10	-2	11	-2.1	-5	103	2
COC(=O)c1ccc2c(=O)n(CCCCCC(=O)O)c(=S)[nH]c2c1	-6	2	-14	-2	4	9	-1.5	-14	99	-1
COC(=O)CSc1nsc(SCC(=O)OC)n1	8	3	-2	18	-2	9	-1.9	0	x	0
Cc1cccc(Nc2nnc(SCC(=O)NC3CCCc4ccccc43)s2)c1C (configuration not stated)	-10	1	-1	2	4	-10	1.8	4	120	3
O=C1c2ccccc2NC(c2ccc([N+](=O)[O-])cc2)N1O (configuration not stated)	-9	-1	1	19	5	9	-1.5	-7	98	2
Clc1ccc2c(c1)C1=C(C(c3ccncc3)O2)C(c2ccc(Br)cc2)n2ncnc2N1 (configuration not stated)	-2	5	-2	-3	3	-18	3.4	-15	96	1
O=C(CN1CCN(C(=O)C2CC2)CC1)Nc1cc(C(F)(F)F)cc(C(F)(F)F)c1	3	3	-3	-2	1	8	-2.0	-7	113	2
CCCc1[nH]nc2c1C(c1ccc(OC)c(Cn3nc(C)c(Br)c3C)c1)C(C#N)=C(N)O2 (configuration not stated)	-15	0	-8	-2	-1	23	-4.2	-4	102	2
Cc1csc(C(=O)O)c1-n1cccc1	8	0	-5	-9	2	7	-1.4	-6	x	10
COCCCN1C(=O)C(CC(=O)NCC2CCCCC2)CC(C(=O)N(C)C)=C1C (configuration not stated)	-3	1	6	x	0	x	x	x	108	x
CCn1c(CSc2nc3ccccc3s2)nnc1SCC(=O)c1ccc(Cl)cc1	3	-1	-10	16	-8	2	-0.5	-4	106	1
Cc1nc(C)n(CC(=O)N2CCCC(C(=O)c3ccc(Cl)cc3C)C2)n1 (configuration not stated)	-4	0	-2	29	-1	4	-0.8	-2	103	1
CC(=O)NC(=S)Nc1ccc(NC(=S)NC(=O)c2ccc([N+](=O)[O-])cc2)cc1	1	-8	4	-8	0	2	-0.4	-17	95	12
COc1ccc(NC2=NCC(Cc3ccc(Br)cc3)S2)cc1 (configuration not stated)	1	-4	4	10	-5	-12	2.6	-16	110	0
CCOC(=O)c1ccc(NC(=O)Cn2cc3c(n2)CCC(C)C3)cc1 (configuration not stated)	4	1	-12	2	-5	5	-1.0	0	107	0
O=C(NCCS(=O)(=O)NCc1ccccn1)c1ccccc1	16	-1	-2	-31	1	18	-3.3	2	109	-1
COc1ccc(C(=O)OCC(=O)NC2CCCC2)c(OC)c1	3	-4	8	-10	-7	6	-1.1	-6	104	2
C=CCn1c(=O)/c(=C\c2ccsc2)s/c1=C(/C#N)C(=O)NCCN1CCOCC1	-7	2	-4	4	-2	13	-2.2	2	103	-1
CCOC(=O)C1(Cc2ccccc2C)CCCN(C(=O)CCc2c(C)noc2C)C1 (configuration not stated)	-3	4	0	3	-3	19	-3.8	6	96	-2
Cc1cccc(C(=O)OCC(=O)N(CC(C)C)c2c(N)n(Cc3ccccc3)c(=O)[nH]c2=O)c1C	6	8	-12	28	0	3	-0.6	-8	102	3
CN1CC(=O)N(CC(=O)NC2CCCCC2)C1=O	6	-1	8	1	0	20	-4.0	3	95	-1
COc1ccc(OCC(O)CN2C(=O)c3ccccc3S2(=O)=O)cc1 (configuration not stated)	2	-1	0	3	-2	6	-1.4	13	x	-5
CC(Oc1ccc2c3c(c(=O)oc2c1)CCC3)C(=O)NCCN1CCOCC1 (configuration not stated)	11	-2	0	8	0	9	-1.9	-26	97	2
Cc1cc(C(=O)CN2C(=O)NC3(CCCc4ccccc43)C2=O)c(C)n1Cc1cccs1 (configuration not stated)	5	1	2	13	-3	8	-1.9	-13	103	2
S=C(NCc1cccnc1)c1ccccc1	-3	0	5	3	0	16	-2.8	-9	102	2
Cc1noc(C)c1NC(=O)N(C)C[C@H]1Oc2ccc(NC(=O)CCC(F)(F)F)cc2C(=O)N([C@H](C)CO)C[C@@H]1C	5	4	12	8	-1	-1	0.2	-18	100	2
Cc1ccc(NC(=O)c2ncn(CCCNCc3ccccc3)n2)cc1C	0	1	-2	-1	-2	-7	1.5	-9	92	3
Cc1onc(-c2c(F)cccc2Cl)c1C(=O)Nc1nc2c(s1)CCCC2	-12	3	3	20	-10	12	-2.2	-8	x	-3
Cc1cc(C(=O)OCC(=O)Nc2cccc(S(N)(=O)=O)c2)c2ccccc2n1	-10	0	3	-29	-1	6	-1.1	2	100	-1
CC12CCC(C(=O)N/N=C/c3ccc(O)cc3O)(OC1=O)C2(C)C (configuration not stated)	-5	-2	-1	1	4	3	-0.5	-2	106	5
CCn1nnnc1Oc1ccc(Cl)cc1	0	-1	5	-2	1	5	-0.9	-12	95	10
CCCCNC(=O)c1sc2ncnc(N3CCc4ccccc4C3)c2c1C	-10	2	-1	2	-5	8	-1.6	12	96	-2
CCOC(=O)N1CCN(c2cc(=O)n(-c3ccc(OC)cc3)c(=O)[nH]2)CC1	-13	3	-2	6	-2	-7	1.2	4	98	3
CN(C)S(=O)(=O)c1ccc(N)c([N+](=O)[O-])c1	-11	-4	-5	3	-2	17	-3.3	14	91	-4
NNC(=O)/C=C/c1ccc(Cl)cc1Cl	-3	4	-8	12	-9	6	-1.2	-1	97	0
CCC12CCC3c4ccc(O)cc4CCC3C1CC(O)C2O (configuration not stated)	5	0	-4	5	3	13	-2.5	18	93	-5
Cn1c(=O)c2c(nc(N/N=C/c3ccc(OC(=O)c4ccco4)cc3)n2Cc2ccccc2)n(C)c1=O	2	-6	-15	1	9	-15	2.8	6	113	0
CC(C)(C)c1ccc(C(=O)Nc2ccc(C(=O)NCc3cccnc3)cc2)cc1	-15	-1	-3	16	4	-1	0.2	3	111	-1
CCN(CC)c1cc(Cl)c2nonc2c1N	-8	3	4	9	15	-27	5.1	9	109	4
COc1ccc(NS(=O)(=O)c2cccc(C(=O)N/N=C(\C)c3cccnc3)c2)cc1	3	-1	-3	-13	2	-2	0.3	2	103	-1
Cc1nnc(NC(=O)c2ccc(S(=O)(=O)N(C)c3ccccc3)cc2)s1	-2	1	-3	1	4	6	-1.4	-4	x	1

# Quoted at random: 3 entries already listed, in no set order.
structure	PKA-R1A activ	V-ATPase pH	PKA-R2B act	Arr AP2 block	DAGLB inh	MOR-DOR inv ag	MOR-DOR ag	HTR5A inv ctr	Pemphigus Ab inh	HTR5A ag
CC(Oc1ccc2c3c(c(=O)oc2c1)CCC3)C(=O)NCCN1CCOCC1 (configuration not stated)	11	-2	0	8	0	9	-1.9	-26	97	2
Cn1c(=O)c2c(nc(N/N=C/c3ccc(OC(=O)c4ccco4)cc3)n2Cc2ccccc2)n(C)c1=O	2	-6	-15	1	9	-15	2.8	6	113	0
CCOC(=O)N1CCN(c2cc(=O)n(-c3ccc(OC)cc3)c(=O)[nH]2)CC1	-13	3	-2	6	-2	-7	1.2	4	98	3

# Remaining list, next part.
structure	PKA-R1A activ	V-ATPase pH	PKA-R2B act	Arr AP2 block	DAGLB inh	MOR-DOR inv ag	MOR-DOR ag	HTR5A inv ctr	Pemphigus Ab inh	HTR5A ag
CCOC(=O)/C(N=Nc1ccc(Cl)cc1)=C(/O)c1ccc([N+](=O)[O-])cc1	8	0	4	3	1	-2	0.4	9	85	-1
CC(CCl)OC(C)CCl (configuration not stated)	4	-3	4	-2	1	8	-1.5	-6	101	1
CCOc1ccc(S(=O)(=O)NCCC(=O)OC(C)C(=O)N2CCc3ccccc32)cc1 (configuration not stated)	-6	3	0	-17	-2	17	-2.9	-13	x	1
COc1ccc(NS(=O)(=O)c2cccc(Cl)c2)cc1S(=O)(=O)N1CCCCC1	-15	-3	2	5	1	2	-0.4	-24	121	2
Cc1ccc(Sc2ncccc2COC(=O)Nc2c(C)cccc2C)cc1	2	-2	3	6	-10	-7	1.6	-1	3.0*	0
O=C(CSc1ncc(-c2ccccc2)n1C1CCCC1)N1CCc2ccccc21	-3	-3	-2	2	-4	4	-0.7	8	100	0
CCc1nc(CNC(=O)C2CCC(=O)N(Cc3ccccc3F)C2)no1 (configuration not stated)	-1	-1	8	2	3	19	-3.7	3	x	-1
COCCNC(=O)c1cc(OC)c(OC)cc1[N+](=O)[O-]	-4	-1	3	1	1	17	-3.7	2	95	5
CC(C)(C)S(=O)(=O)N1C[C@@H]2CC/C=C\C/C(c3ccccc3)=C\2[C@H]1CCO	-1	-3	-6	10	0	12	-2.6	1	108	0
CC1=C(C(=O)N2CCOCC2)CC(CC(=O)NCc2cccc3ccccc23)C(=O)N1Cc1ccc(F)cc1 (configuration not stated)	13	-3	-5	x	2	x	x	x	104	x
COc1cccc(NC(=O)CN(C)C(=O)CCCNC(=O)c2ccc(Cl)cc2)c1	2	3	4	8	0	15	-3.7	-27	104	10
COc1ccc(CCNC(=O)CCC(=O)N2CCOc3ccccc32)cc1OC	4	1	-8	10	3	-5	0.8	-8	98	3
Cc1ccc(C)c(C(=O)OCC(=O)Nc2ccc(N3CCOCC3)cc2)c1	1	2	-1	-25	-1	-5	1.0	3	100	-1
O=c1ccn(C2CCCO2)c(=O)[nH]1 (configuration not stated)	0	3	-11	-10	-2	11	-2.2	17	97	-4
CCc1cc2c(=O)c(-c3ccon3)c(N)oc2cc1OC	-2	-1	4	7	-1	0	0.0	-3	96	1
Clc1ccc(-c2nnc(-c3ccccc3)c(-c3c[nH]c4ccccc34)n2)cc1	1	1	-4	-6	-1	14	-2.7	-4	90	3
CC(=O)Nc1nc2c(C)c(Cl)ccc2s1	4	-1	-9	-7	-4	7	-1.3	-24	103	10
